Screens: PubChem BioAssay, several laboratories
GALR2 blocker: blocks the human galanin receptor 2; 0.39% of 140,000 active; inhibition, % at 4 µM; GALR2-expressing cells, antagonist mode; O43603; in the data active means inhibition above about 27%;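 further: cells stimulated with galanin 1-16 at roughly its EC80; 0% = agonist challenge control and 100% = basal control without agonist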
Target sequence (O43603 whole entry, looked up): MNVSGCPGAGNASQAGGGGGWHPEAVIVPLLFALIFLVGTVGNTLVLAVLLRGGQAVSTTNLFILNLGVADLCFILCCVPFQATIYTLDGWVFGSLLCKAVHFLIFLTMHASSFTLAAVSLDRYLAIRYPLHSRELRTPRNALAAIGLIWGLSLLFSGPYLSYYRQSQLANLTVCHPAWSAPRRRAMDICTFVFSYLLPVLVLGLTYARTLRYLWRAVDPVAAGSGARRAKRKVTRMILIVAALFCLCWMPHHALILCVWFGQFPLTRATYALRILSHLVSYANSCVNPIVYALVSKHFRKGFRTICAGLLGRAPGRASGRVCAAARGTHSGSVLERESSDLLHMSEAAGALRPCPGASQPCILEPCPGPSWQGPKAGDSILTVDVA
NPY-Y2 antag: NPY-Y2 (human) receptor antagonism; AID 793; inhibition, % at 2.7 µM; P49146; 0.99% of 140,000 active; NPY-Y2 expressing cells, antagonist mode; in the data active means inhibition above about 17%;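 further: 0% = vehicle with agonist challenge and 100% = reference antagonist with challenge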
Target sequence (P49146 whole entry, looked up): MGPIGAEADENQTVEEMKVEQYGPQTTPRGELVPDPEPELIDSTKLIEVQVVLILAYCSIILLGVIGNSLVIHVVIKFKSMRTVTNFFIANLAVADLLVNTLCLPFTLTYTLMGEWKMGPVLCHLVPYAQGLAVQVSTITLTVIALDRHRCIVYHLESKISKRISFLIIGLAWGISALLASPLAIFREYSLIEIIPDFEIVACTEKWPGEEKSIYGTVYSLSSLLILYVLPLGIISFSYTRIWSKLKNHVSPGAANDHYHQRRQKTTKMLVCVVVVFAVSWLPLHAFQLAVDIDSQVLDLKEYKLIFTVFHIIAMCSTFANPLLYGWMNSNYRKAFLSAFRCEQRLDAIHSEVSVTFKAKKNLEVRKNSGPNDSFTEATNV
bCat KO growth: beta-catenin-lacking colon tumor cell growth suppression | viability, % at 10 µM | 1.5% of 140,000 active | HCT116 beta-catenin knockout viability, CellTiter-Glo, 60 h; hits give low values;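 active means viability at or under a set limit, the compound median less 4 SD, cut at about 6% in these data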;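 further: 0% = Hyamine 1622 control at 20 µM and 100% = untreated cell control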
MRP1 act: activates MRP-1; H69AR cells + doxorubicin, viability rescue, CellTiter-Glo; viability increase, % at 10 µM; AID 799; 0.61% of 140,000 active;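 active means viability gain under doxorubicin at or above a set limit, the compound median plus 3 SD, cut at about 4.7% in these data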;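 further: MRP-1 overexpressing cells given doxorubicin 25 µM after compound pretreatment; 18-22 h compound pretreatment then 72 h with doxorubicin before readout; 0% = doxorubicin-only wells and 100% = vehicle-treated cells without doxorubicin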
Measles CPE: protection of cells from measles virus. Measles virus-infected cells, CPE protection, absorbance. protection (pct of control), % at 4 µM. 1.5% of 140,000 active. AID 841; in the data active means protection mostly above about 24%, no sharp cut-off; inactive means mostly below about 26%; further: some compounds called inactive have numbers as strong as hits
HCT116 PTEN-null: growth suppressors of cells with PTEN tumor suppressor deletion | viability, % at 10 µM | AID 827 | 1.2% of 140,000 active | HCT116 PTEN-null viability, CellTiter-Glo, 60 h; hits give low values;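 active means viability at or below a set limit, 4 SD under the median of all tested compounds, cut at about 3.7% in these data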;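 further: PTEN knockout HCT116 line with beta catenin targeted HCT116 as companion control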
Yeast life ext: extends the lifespan of yeast; S. cerevisiae growth with nicotinamide, OD615; deaD strain in restrictive glucose medium; inhibition of the nicotinamide effect, % at 10 µM; 0.68% of 130,000 active; AID 775;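 active means inhibition above a set limit, placed 3 SD over the median of all compounds, cut at about 26% in these data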;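 further: 0% = nicotinamide-treated wells and 100% = cells grown without nicotinamide; some compounds called inactive have numbers as strong as hits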
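Buffer or medium: CSMM-D glucose medium, restrictive; test system: modified budding yeast, DeaD strain; compound: single dose 10 µM compound, 0.25% DMSO; schedule: culture preincubation 4 h, compound exposure 48 h, both 30 °C; detection: optical density (absorbance) at 615 nm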
Yeast growth inh: chemicals that inhibit yeast BB579 growth in restrictive medium (lifespan-shortening candidates) | 0.51% of 140,000 active | inhibition, % at 10 µM | S. cerevisiae BB579 growth, OD615, 48 h;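 active means inhibition above a set limit, 3 SD over the mean compound inhibition, cut at about 44% in these data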; further: inactives centre near -24
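test system = yeast BB579 (DeaD) | buffer or medium = restrictive CSMM-D medium | doses = single compound dose of 10 µM, 0.25% DMSO final | times = 4 h preincubation and 48 h exposure at 30 °C | technique = culture absorbance at 615 nm | benchmarks = amphotericin B 10 µg/mL, positive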
Phagocyt inh: macrophage phagocytosis inhibition. J774A.1 macrophage IgG-bead phagocytosis, imaging. inhibition, % at 5 µM. 0.07% of 110,000 active;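 active means inhibition above the mean of the plate negative controls plus 5 SD, cut at about 13% in these data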;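 further: phagocytic index as fraction of beads internalized from green versus red external bead signal; plate controls were DMSO negative control for no effect and cytochalasin-D positive control for full effect; some results beyond the cut were filed as inactive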
E-sel TNF inh: TNF alpha driven E-selectin expression inhibition | inhibition, % at 2 µM | 0.71% of 120,000 active | HUVEC TNFa-induced E-selectin immunofluorescence, high content;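 active means inhibition above the batch mean plus 3 SD, and confirmed as a hit on visual image review, cut at about 43% in these data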;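 further: 0% = TNF-stimulated DMSO wells and 100% = unstimulated control wells; not every result past the cut was called active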
Starred values were filed as active, the others as inactive; x = no result given.

SMILES | GALR2 blocker | NPY-Y2 antag | bCat KO growth | MRP1 act | Measles CPE | HCT116 PTEN-null | Yeast life ext | Yeast growth inh | Phagocyt inh | E-sel TNF inh
CCOC(=O)c1cccc(COC(=O)c2cccc(-c3nnc(-c4ccccc4)o3)c2)c1 | 5 | 1 | 77 | 0.0 | 7 | 78 | 0 | -14 | -3 | -15
Cc1ccc(C(=O)NNC(=O)C2CCN(S(=O)(=O)c3ccc(Cl)cc3)CC2)cc1 | 0 | 5 | 84 | -0.3 | 6 | 91 | -1 | -51 | -14 | 1
COC(=O)c1ccc(CSc2nnc(CNC(=O)c3cccs3)o2)o1 | -14 | 2 | 105 | -3.2 | 5 | 102 | -12 | -34 | x | -27
CC(=O)c1ccc(NC(=S)N2CCC(O)CC2)cc1 | -3 | 1 | 93 | 3.6 | 10 | 102 | 1 | 1 | -9 | -15
CNc1oc(-c2ccco2)nc1C#N | 7 | 1 | 97 | -0.5 | 12 | 100 | -24 | 10 | -2 | x
Cc1cc(/C=C2\SC(N)=NC2=O)c(C)n1-c1ccccc1 | -10 | 0 | 95 | -2.2 | 25 | 87 | -10 | -3 | -3 | x
O=C(O)c1ccc(COc2ccccc2Cl)cc1 | 6 | 6 | 111 | 0.9 | 4 | 105 | -26 | -23 | 0 | 1
CC(=O)[C@@H]1[C@@H]2C(=O)N(C3CCCCC3)C(=O)[C@@H]2C2c3ccccc3C=CN21 (some centres not stated) | 6 | 0 | 101 | -4.0 | 4 | 94 | 15 | -47 | -2 | -12
CC(=O)c1c(C)c[nH]c1C | -3 | 4 | 88 | -2.0 | 5 | 81 | 8 | -18 | x | x
Cc1nc(NC(CC(C)C)C(=O)O)c2nc(C)oc2n1 (configuration not stated) | 2 | 3 | 92 | -2.0 | 6 | 98 | -6 | 8 | 3 | -28
CCSC1=NC(C)(C)C=C(/C=C/c2ccc(Cl)cc2Cl)N1 | 1 | -2 | 33 | -2.4 | 2 | 33 | -8 | -64 | 0 | 15
CCOc1cc(CNc2ccc3cn[nH]c3c2)ccc1OC | 4 | 1 | 87 | -4.2 | 24 | 72 | -9 | -32 | x | -17
Cc1cc2occ(CC(=O)O)c2cc1C | 2 | 8 | 96 | -0.2 | 7 | 113 | 15 | -33 | 0 | -24
Cc1cccc(C(=O)N[C@H](C(=O)Nc2nnc(C3CC3)s2)C(C)C)c1 | -4 | 3 | 96 | -0.5 | 23 | 97 | 15 | -3 | 3 | x
CCOC(=O)C1CCN(Cc2ccccc2C(F)(F)F)CC1 | 8 | 1 | 81 | 2.1 | 7 | 106 | x | -8 | 1 | 27
COC(=O)Cn1nc(-c2ccccc2)c2ccccc2c1=O | 4 | 3 | 87 | -0.4 | 5 | 94 | -1 | -25 | 5 | -10
C=CCNC(=O)c1onc(CSc2ccc(OC)cc2)c1C(=O)O | 2 | 8 | 107 | -0.4 | 6 | 105 | 1 | -14 | x | 14
CC(=O)Nc1c(C)ccc2nsnc12 | -13 | 3 | 87 | -0.5 | 15 | 96 | -5 | -27 | 0 | x
CSCCC(NC(=O)C12CC3CC(CC(C3)C1)C2)C(=O)OCC(=O)c1ccccc1 (configuration not stated) | -10 | 2 | 100 | -1.8 | 8 | 93 | -1 | -18 | -5 | x
CC(C)=CC(=O)Nc1nnc(-c2ccc(F)cc2)s1 | 10 | 1 | 22 | -5.8 | 6 | 47 | -15 | -22 | 0 | -26
COc1ccc(N=C(N)SCc2ccccn2)cc1 | 0 | 0 | 82 | -0.8 | 3 | 83 | 14 | -51 | -5 | 4
CCNC(=O)CN(C1CCCCC1)S(=O)(=O)c1ccc(F)cc1 | 1 | 1 | 83 | -2.0 | 2 | 107 | -12 | -11 | 0 | x
CCOC(=O)C1=C(CN2CCSCC2)NC(=O)NC1c1cc(C)ccc1C (configuration not stated) | -17 | 4 | 88 | -1.8 | 12 | 103 | -1 | -41 | 1 | 5
Cc1ccc(C(=O)N2NC(c3ccc(F)cc3)C3C(=O)N(c4ccc(C)c(C)c4)C(=O)C32)cc1 (configuration not stated) | -3 | 0 | 96 | -1.9 | 6 | 94 | 6 | -21 | x | -24
Cn1cnnc1SC/C(O)=C(\C#N)c1nc2ccccc2[nH]1 | 0 | -3 | 90 | -0.3 | 7 | 103 | -4 | -15 | -11 | x
CC(C(=O)Nc1ccccc1-c1ccccc1)N1CCCCC1 (configuration not stated) | -8 | 8 | 76 | -2.2 | 4 | 82 | -7 | -49 | -1 | 10
Cn1c(NC(=O)c2cccc(Cn3cc(Cl)cn3)c2)nc2ccccc21 | -1 | 6 | 92 | -0.1 | 5 | 85 | -14 | -22 | -2 | 19
COc1ccc(/C(O)=C2/C(=O)C(=O)N(CCN(C)C)C2c2ccc(F)cc2)cc1Cl (configuration not stated) | -8 | 1 | 109 | -1.1 | 4 | 104 | -17 | 4 | 0 | -19
c1ccc(CNc2nc(CN3CCOCC3)nc3scc(-c4ccccc4)c23)cc1 | -10 | 19* | 74 | -2.0 | 16 | 68 | 13 | -58 | 3 | x
O=C1CC(c2cc3c(cc2Br)OCO3)C2=C(CCCC2=O)N1 (configuration not stated) | -4 | -1 | 109 | -3.2 | 6 | 91 | -12 | -31 | x | 14
CS/C(=N\S(=O)(=O)c1cccs1)Nc1ccc(F)c(Cl)c1 | -1 | 5 | 100 | -0.4 | 19 | 92 | 16 | -30 | -4 | x
Cc1sc2ncnc(Nc3ccc(N4CCOCC4)cc3)c2c1-c1ccccc1 | 6 | -2 | 64 | -1.0 | 1 | 60 | 4 | -9 | 7 | x
C/C(=N/Nc1ccc(C(=O)O)cc1)c1ccc(O)c(O)c1O | 1 | -2 | 87 | 2.3 | 4 | 91 | 4 | -41 | -9 | x
O=C(NCSc1ccnc(SCNC(=O)c2ccccc2)n1)c1ccccc1 | 4 | 2 | 96 | -2.4 | 6 | 92 | x | -16 | x | 3
Cc1ccccc1OCC(=O)NCCc1nc2ccccc2[nH]1 | -1 | 0 | 91 | -0.4 | 4 | 99 | 15 | -28 | -2 | -26
CCOc1ccc(Oc2nc(Nc3ccc(C)cc3)nc(N(C)C)n2)nn1 | 12 | 1 | 64 | -3.0 | 19 | 69 | -6 | -14 | 1 | -4
CC(Sc1nnc(N)s1)c1ccccc1Cl (configuration not stated) | -7 | 3 | 94 | 0.8 | 31 | 100 | -9 | -6 | -1 | 10
CC(/C=N/O)Cc1ccc2c(c1)OCO2 (configuration not stated) | 0 | -1 | 98 | -2.7 | 6 | 87 | -13 | -26 | x | -5
Cc1ccc(SCc2cc(-c3ccc(Cl)cc3)on2)cc1 | -4 | 14 | 116 | 1.6 | 7 | 102 | -5 | -45 | 0 | 10
COc1cc2c(cc1OC)C(=O)CC(C)S2 (configuration not stated) | 2 | 2 | 94 | -1.4 | 6 | 89 | -21 | 11 | x | -23
Cc1ccc(NC(=O)CS(=O)(=O)c2c[nH]c3ccccc23)c(C)c1 | -3 | 0 | 99 | -1.8 | 10 | 99 | -3 | -44 | 1 | x
Cc1ccc2nc(SCC(=O)NC3CCCc4ccccc43)[nH]c2c1 (configuration not stated) | 1 | 3 | 104 | -2.2 | 3 | 102 | 5 | -14 | 5 | -1
COc1cccc(Nc2nc(CN3CCOCC3)nc3sc4c(c23)CCCC4)c1 | 11 | 12 | 72 | -2.3 | 11 | 70 | -6 | -7 | -4 | x
CC1(C(=O)OCC(=O)c2c[nH]c3ccccc23)CC1(Cl)Cl (configuration not stated) | 20 | -2 | 83 | -2.9 | 20 | 90 | -23 | -44 | 0 | -1
COCC(C)n1c(C)cc(C(=O)COC(=O)c2c(C)nn(-c3ccccc3)c2C)c1C (configuration not stated) | -8 | 2 | 77 | -0.9 | 9 | 81 | 3 | -62 | -1 | -69
C=CCNC(=O)c1sc(=S)n(-c2ccc(C(=O)OCC)cc2)c1N | 12 | 3 | 98 | -1.3 | 18 | 105 | -5 | -34 | 0 | -65
O=c1[nH]c(N2CCOCC2)nc2c1CCCC2 | -18 | 4 | 99 | -0.7 | 22 | 105 | -13 | -13 | -1 | 15
Cc1cc(S(=O)(=O)N2CCC(N3CCCCC3)CC2)ccc1-n1cnnn1 | -14 | 1 | 93 | -1.8 | 2 | 84 | 0 | -19 | -2 | 12
COc1ccc(-c2nc(C#N)c(NC(C)c3ccccc3)o2)cc1OC (configuration not stated) | -4 | 21* | 79 | -1.4 | 3 | 73 | -19 | -7 | 0 | x
Nn1cc(-c2ccccc2)nc1SCC(=O)N1CCN(S(=O)(=O)c2ccc3ccccc3c2)CC1 | 0 | -4 | 84 | -1.5 | 23 | 90 | -7 | -5 | 1 | -6
Cc1ccc(S(=O)(=O)N2CCN(C(C)C(=O)Nc3ccccc3-c3ccccc3)CC2)cc1 (configuration not stated) | 6 | 7 | 80 | -2.8 | 7 | 84 | 3 | -19 | -8 | -12
Cc1ccc(S(=O)(=O)NC2(C(F)(F)F)NC(=O)N(C)C2=O)cc1 (configuration not stated) | -15 | 3 | 111 | -0.8 | 31 | 106 | 3 | 15 | 0 | -2
O=C(c1cccnc1)N1CCN(Cc2ccc3c(c2)OCO3)CC1 | 10 | 3 | 94 | 0.0 | 2 | 105 | -7 | -29 | -3 | 0
Cc1ccc(C(=O)NCC(=O)Nc2cccc(C(F)(F)F)c2)cc1 | 0 | 3 | 95 | 0.0 | 1 | 96 | 2 | -37 | -3 | x
O=C(CSc1ccccn1)c1ccc2c(c1)OCO2 | 3 | 0 | 90 | 1.6 | 3 | 103 | -4 | -13 | 0 | -1
O=C(COc1ccc(Br)cc1)N(Cc1ccccc1)c1ccccn1 | -1 | 5 | 89 | 1.6 | 5 | 87 | 8 | -63 | -4 | x
CCCc1cc(=O)n2[nH]cnc2n1 | 11 | 1 | 96 | 0.9 | 10 | 116 | -8 | -54 | 0 | -6
CCCc1nn(C)c(C(=O)Nc2cccc(CC)c2)c1Cl | 3 | 12 | 90 | -0.7 | 17 | 83 | -3 | -31 | -3 | x
Cc1ccc(CNc2nc(N)c([N+](=O)[O-])c(NCc3ccccc3)n2)cc1 | 3 | 3 | 97 | -1.7 | 5 | 95 | 0 | 2 | 4 | 3
O=C(Cc1ccccc1)N[C@H](c1ccccc1)P(=O)(O)CO | 16 | 1 | 96 | -1.0 | 7 | 92 | 12 | -60 | -1 | -25

No enrichment for hits. Share with any hit: about 6.1%.
